# Bioassay records as filed in PubChem.
# AMA1 RON2 block: disrupts binding of P. falciparum AMA1 to RON2. AlphaScreen AMA1-biotinylated RON2 peptide binding. Potency, µM (series often up to 58.2 µM), inactives show at the highest dose activity change, negative = inhibition, usual class: inhibitors. 360,000 compounds, 0.2% hits. AID 720542;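 also: potency is read from the fitted curve at half-maximal effect; 0% = vehicle wells and -100% = peptide control; nearly all actives have a fitted effect of over 45% in size; some results filed as inactive show a strong effect at the top dose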
#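 AMA1 (3D7) with his tag at 25 nM final met compounds first, then biotinylated RON2 peptide at 25 nM; detection used donor plus acceptor beads, 10 µg/mL apiece, read by AlphaScreen after 30 min at room temperature.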
# Cycloheximide cs: affects cycloheximide protein synthesis inhibition readout, counter-screen; max response, %; 300,000 compounds, 12% hits; cell reporter, cycloheximide protein synthesis inhibition counterscreen; AID 2314; in the data active = max response mostly above about 13%, no sharp cut-off; inactive = mostly below about 14%; also: read at 38.3 µM for the half of the compounds with a filed dose; 0% is about no effect
# AmpC inh detg: AmpC beta-lactamase inhibition with detergent present; Potency, µM (doses to about 114 µM), inactives show at the top dose activity change, negative = inhibition, hits mostly inhibitors; AmpC hydrolysis of nitrocefin, absorbance 480 nm, 0.01% Triton; P00811; 370,000 compounds, 0.041% hits;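 also: potency is read from the fitted curve at half-maximal effect; 0% = no-compound wells and -100% = no-enzyme wells; nearly all actives have a fitted effect of over 25% in size; some results filed as inactive show a strong effect at the top dose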
# Target sequence (P00811 whole entry, looked up): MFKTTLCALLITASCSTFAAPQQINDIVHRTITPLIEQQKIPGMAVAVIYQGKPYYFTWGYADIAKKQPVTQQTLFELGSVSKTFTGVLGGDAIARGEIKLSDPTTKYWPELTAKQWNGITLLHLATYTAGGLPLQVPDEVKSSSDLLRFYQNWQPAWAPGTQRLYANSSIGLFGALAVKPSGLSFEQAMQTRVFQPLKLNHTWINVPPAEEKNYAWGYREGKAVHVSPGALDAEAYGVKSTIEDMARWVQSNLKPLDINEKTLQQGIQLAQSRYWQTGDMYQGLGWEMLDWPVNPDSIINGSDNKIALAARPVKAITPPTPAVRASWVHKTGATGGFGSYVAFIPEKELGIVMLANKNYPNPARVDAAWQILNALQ
#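 AmpC (5.3 nM in the dispensed reagent) in 20 mM phosphate pH 7.0 with 0.01% (detergent screen) or 0.0001% Triton X-100 was preincubated with compounds for 15 min at room temperature. Nitrocefin was then added from an 800 uM solution, and hydrolysis was followed at 480 nm.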
# AmpC inh no detg: blocks E. coli AmpC beta-lactamase in detergent-free assay. AmpC nitrocefin hydrolysis, absorbance 480 nm, 0.0001% Triton. Potency, µM (doses to about 57.1 µM), for inactives: at the highest dose activity change, negative = inhibition, usual class: inhibitors. 330,000 compounds, 0.52% hits;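 also: potency is read from the fitted curve at half-maximal effect; plate controls were no compound for no effect and no enzyme for full effect; nearly all actives have a fitted effect of over 20% in size; some results filed as inactive show a strong effect at the top dose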
#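 20 mM phosphate pH 7.0 + 0.01% (detergent screen) or 0.0001% Triton X-100; 5.3 nM AmpC reagent; cpd preinc 15 min RT; nitrocefin (800 uM stock) to start; A480 q20 s × 4 min; Activity was normalised to no-enzyme and no-compound control wells.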
# Shiga inhibitor: Shiga toxin inhibition. AID 2315. inhibition, % at 38.7 µM. 290,000 compounds, 9.2% hits. Vero cells, Shiga toxin protein synthesis inhibition reporter; in the data active = inhibition mostly above about 28%, no sharp cut-off; inactive = mostly below about 43%; also: 0% is about no effect
# FBPA Giardia inh: Giardia lamblia aldolase inhibition; 290,000 compounds, 0.71% hits; AID 2451; A8B2U2; Potency, µM (doses to about 59.6 µM), for the others: top-dose activity, negative = inhibition, actives largely listed as inhibitors; purified Giardia FBPA; also: potency is read from the fitted curve at half-maximal effect; % is scaled to controls: 0 for no effect and ±100 for the full control effect; nearly all actives have a fitted effect of over 55% in size
# Target sequence (A8B2U2 whole entry, looked up): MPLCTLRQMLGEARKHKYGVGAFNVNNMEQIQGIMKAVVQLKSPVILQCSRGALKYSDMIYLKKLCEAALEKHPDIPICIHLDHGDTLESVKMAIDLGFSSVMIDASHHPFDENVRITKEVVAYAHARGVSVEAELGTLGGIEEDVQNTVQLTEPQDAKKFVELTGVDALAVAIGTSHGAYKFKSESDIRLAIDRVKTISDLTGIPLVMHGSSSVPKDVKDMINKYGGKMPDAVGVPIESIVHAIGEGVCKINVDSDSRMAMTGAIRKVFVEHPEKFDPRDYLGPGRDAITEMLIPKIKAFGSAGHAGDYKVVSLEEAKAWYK
#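 40 nM FBPA preincubated 10 min at RT with compound (up to 57.5 uM final), then substrate plus GAPDH/TPI/NAD/arsenate coupling and diaphorase/resazurin added. Fluorescence read after 20 min at RT, 525/598 nm.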
# HCMV antiviral: blocks human cytomegalovirus replication; 410,000 compounds, 4.5% hits; activity change, negative = inhibition, % at 57.5 µM; HFF cells, HCMV-luciferase reporter, 72 h; hits give low values; in the data active = activity change below about -60%; inconclusive = no clear call, values can overlap the other calls; inactive = above about -39%; also: % is scaled to controls: 0 for no effect and ±100 for the full control effect
#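 Luciferase read-out from HCMV-luciferase-infected HFFs (MOI 1 PFU/cell) 72 h post infection at 37C; compounds added after 16 h cell attachment; activity normalized between buffer-only basal and Salinomycin (10uM) inhibitor controls.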
# The depositor's hits bear a star; ? = inconclusive; · = no result given; [ ] = dose if it differs, or a comment. Unless noted, calls follow the shape of the dose curve; as a rule, active = well fitted curve in the direction sought with a large enough effect; inconclusive = small, poorly fitted or top-dose-only effect, or another doubt; inactive = no such curve, though single readings can be large; an effect the other way counts as inactive or inconclusive.
# Second line of a record – AMA1 RON2 block	Cycloheximide cs	AmpC inh detg	AmpC inh no detg	Shiga inhibitor	FBPA Giardia inh	HCMV antiviral
COC(=O)COc1nsnc1N1CCOCC1
    32%	-1	4%	-7%	-8	8%	-18
O=C(/C=C/c1ccccc1)N/C(=C/c1ccccc1)C(=O)N1CCOCC1
    21%	-1	1%	15%	-21	8%	-34
CCC(=O)Nc1cccc(C2=NOC3(C2)C[C@@H](C(N)=O)N(C(=O)c2cc([N+](=O)[O-])cc([N+](=O)[O-])c2C)C3)c1 (stereo not given in full)
    3%	3	1%	48%	-4	25%	14
CCOC(=O)C1CCN(C(=O)CCS(=O)(=O)c2ccc3c(c2)CCN3C(=O)CC)CC1
    -2%	-3	-1%	31%	-7	3%	-2
Cc1cccc(-c2noc(-c3cc4ccccc4oc3=O)n2)c1
    -1%	29*	-13%	-3%	85*	3%	59
Cc1[nH]c2ccccc2c1C(=O)CN1C(=O)NC2(CCCCCC2)C1=O
    -8%	·	?	-11%	·	·	-4
O=C1C2C(c3ccccc3)CC=CC2C(c2cccc([N+](=O)[O-])c2)N1Cc1ccccc1 (stereo not given)
    ·	-1	·	·	3	3%	·
C=CCn1c(SCC(=O)Nc2sccc2C(N)=O)nc2ccc(Cl)cc2c1=O
    3%	11	?	-13%	-15	3%	-82*
CCN(CC)C(=O)COC(=O)c1cc(-c2ccco2)nc2ccccc12
    -16%	-1	?	-26%[11.4 µM]	15	2%	48
Cn1c(=O)[nH]c(=O)c2c1nc(N1CCN(Cc3ccccc3)CC1)n2CCSc1ncccn1
    15%	-6	?	12%	-9	0%	-36
COc1ccc2c(c1)CCc1c-2n[nH]c1C(=O)NCCC(C)C
    7%	43*	0%	-43%	88*	-9%	-17
Cc1cccn2c(=O)c(/C=C(\C#N)S(=O)(=O)c3ccc(Cl)cc3)c(N3CCC(C(N)=O)CC3)nc12
    6%	-3	2%	107%[activator]	-16	-5%	-32
CC1CCCN(c2ccc([N+](=O)[O-])cc2C(=O)c2ccccc2)C1 (stereo not given)
    -9%	1	-14%	-57%	-12	-6%	-74*
Cc1occc1C(=O)NCCc1cccc(Cl)c1
    -3%	69*	-13%	-21%	130*	-8%	31
Cc1c(C)c2cc(Cl)c(O)c(CN3CCCC(C)C3)c2oc1=O (stereo not given)
    19%	-3	2%	-10%	-9	-21%	-8
O=C(Nc1cccc(S(=O)(=O)NC2=NCCC2)c1)c1ccccc1F
    16%	·	·	0%	·	·	32
COc1cccc(CCNS(=O)(=O)CCNC(=O)c2cccc(OC)c2)c1
    -9%	·	-10%	-9%	·	·	25
Cc1oc2nc(SCC(=O)Nc3ccc(S(N)(=O)=O)cc3)nc(NC(=O)c3ccccc3)c2c1C
    -4%	-2	2%	-28%	-13	3%	7
CC(C)=CCC/C(C)=C/C=N/NC(=O)c1ccccc1[N+](=O)[O-]
    12%	-2	4%	-25%	11	-22%	3
O=C(COc1ccc(Br)cc1)N1CCN(c2ncccn2)CC1
    -4%	·	6%	2%	·	·	-19
CCCCn1nc2cc(C(=O)NCc3ccc(OC)cc3)ccc2c1OCC
    -6%	10	?	-26%	21	9%	-5
COCc1ccc(C(=O)OC(C)C(=O)Nc2c(C)n(C)n(-c3ccccc3)c2=O)cc1 (stereo not given)
    -12%	·	3%	-6%	·	·	-2
COCCCNC(=O)c1cc(OC)c(OC)c(OC)c1
    -4%	2	?	-17%	-8	1%	62
CCOC(=O)c1c(C)n(C)c2ccc(OC(=O)c3ccc([N+](=O)[O-])cc3)cc12
    9%	-4	?	-27%	6	3%	19
C=CCN1C(=O)NC(=O)/C(=C\c2ccc(-c3ccccc3[N+](=O)[O-])o2)C1=O
    -11%	-4	2%	-24%	18	-28%	217
COc1cc2oc3ccccc3c2cc1N(CC(=O)N(C)C)S(=O)(=O)c1ccccc1
    -6%	-3	-3%	·	-19	5%	76
COc1ccccc1CN(C)C(=O)c1ccc(S(=O)(=O)NCc2ccco2)cc1
    -5%	·	?	1%	·	·	-5
COc1ccc([N+](=O)[O-])cc1NC(=O)C(C)OC(=O)c1cccnc1 (stereo not given)
    -4%	-2	3%	-13%	-19	-1%	-29
CC(C)CCNC(=O)c1cc(S(=O)(=O)N2CCc3ccccc32)cn1C
    -2%	-2	-12%	-5%	-3	1%	-7
COc1ccc(/C(N)=N/OC(=O)c2cccc([N+](=O)[O-])c2C)cc1OC
    -3%	-3	?	-2%	-8	-3%	·
O=C(N/N=C/c1ccncc1)c1cc2ccccc2cc1O
    83%[activator]	32*	5%	-14%	31*	·	-13
COc1ccc(N2C(=O)C(C)(C)C2c2c(O)ccc3ccccc23)cc1 (stereo not given)
    -13%	-2	-6%	-14%	-3	-4%	-4
N#CC1(NC(=O)COc2ccc(C(N)=O)cc2)CCCC1
    -7%	·	·	-15%	·	·	-31
CCOc1ccc(/C=N/n2nnnc2N)cc1O
    -3%	4	12%	-4%	6	11%	27
CCOC(=O)C1=C(O)/C(=C/c2cccc(OC)c2O)N=C1C
    -9%	6	-4%	-18%	14	-25%	50
CCOCCn1cnc2sc(C(=O)NCCCN3CCOCC3)c(C)c2c1=O
    4%	8	-1%	-15%	12	·	-30
CC(C)CN(Cc1cc(=O)oc2cc(-c3ccccc3)c(O)cc12)CC(C)C
    19%	2	-3%	-44%	16	0%	-33
CN1CCN(C(=O)CCN2C(=O)c3ccccc3S2(=O)=O)CC1
    -4%	·	-20%	-16%	·	·	22
CCOC(=O)c1cc2c(=O)n3ccccc3nc2n(CCCOC)c1=NC(=O)C(C)(C)C
    13%	-4	7%	19%	-20	-5%	21
COc1ccc(-c2nc3ccccc3c(=O)n2NC(=O)Cc2ccccc2)cc1
    4%	4	-4%	-17%	1	0%	-2
O=c1oc2ccccc2c2c1C(O)CO2 (stereo not given)
    0%	-2	6%	-16%	-6	9%	-38
CCN(CC)C(=O)c1ccc(N(Cc2ccccc2)S(C)(=O)=O)cc1
    -9%	-2	-9%	15%	-7	5%	27
CCCn1c(=N)n(CC(=O)c2cccs2)c2ccccc21
    4%	-5	?	-6%	-6	-4%	-31
COc1ccc(NC(=O)NNc2cc(N3CCOCC3)nc(N3CCOCC3)n2)cc1
    17%	-1	?	-13%[11.4 µM]	-6	1%	-33
COc1ccc(CN2CC(C(=O)NCCCN3CCN(C)CC3)CC2=O)cc1 (stereo not given)
    5%	-6	-8%	-6%	-17	2%	-11
O=c1[nH]cc(N=Cc2cc([N+](=O)[O-])ccc2O)c(=O)[nH]1
    ·	-1	0%	-6%	-6	26%	·
CCCCSc1cc(C)nc(N)n1
    -9%	31*	0%	0%	54*	-2%	-18
CCC(NC(=O)c1cc(COc2ccc(Cl)cc2OC)on1)c1ccncc1 (stereo not given)
    8%	38*	4%	79%[activator]	76*	·	53
Cc1ccc(CN2C(=O)S/C(=C\c3ccccc3OCC(=O)O)C2=O)cc1
    -2%	-1	3%	-20%	11	16%	-23
Cc1ccccc1NC(=O)COC(=O)c1cc(=O)c2ccccc2o1
    ·	-2	?	-7%	3	6%	·
CN(C(=O)C1CCCO1)c1nnc(-c2ccccn2)s1 (stereo not given)
    -6%	50*	-9%	-9%	47*	0%	43
COc1ccc(C2C(C#N)=C(N)SC(N)=C2C#N)cc1OC
    33%[activator]	-3	-3%	-37%	-11	?	62
Cc1nc(SCC(=O)OCc2ccccc2)c(C#N)c(-c2ccccc2)c1C(=O)Nc1ccccc1
    -3%	-3	0%	?	13	-4%	1
CCN1C(=O)C2(/C(=C(\O)c3ccc4c(c3)OCCO4)C(=O)C(=O)N2CCCOC)c2ccccc21 (stereo not given)
    3%	-4	0%	-13%	-6	-29%	-2
CC(=O)Nc1ccc(S(=O)(=O)NCC2CCC(C(=O)N3CC(C)CC(C)C3)CC2)cc1 (stereo not given)
    25%	-2	-13%	102%[activator]	-12	3%	?
Cc1cc(C(C)(C)C)c(O)c(C)c1CC1=NCCN1
    16%	-3	-8%	-19%	-24	-9%	-11
O=C(COC(=O)c1ncc(Cl)c(Cl)c1Cl)c1ccc(Cl)s1
    5%	-1	-11%	-25%	11	-1%	-19
CCCCc1c(O)nc(SCC(=O)N2CCOCC2)n(-c2ccccc2C)c1=O
    0%	-2	-9%	2%	-1	3%	17
COc1ccc(OC)c(/C=N/NC(=O)c2cc(-c3ccc(C)o3)nc3ccccc23)c1
    1%	-2	-8%	?	-9	7%	14
CC(=O)N1CCc2cc(S(=O)(=O)NC(C(=O)Nc3ccc4c(c3)OCCO4)C(C)C)ccc21 (stereo not given)
    -10%	28	-7%	-21%	76	-6%	29

# (list continues)
# Second line of a record – AMA1 RON2 block	Cycloheximide cs	AmpC inh detg	AmpC inh no detg	Shiga inhibitor	FBPA Giardia inh	HCMV antiviral
CC(=O)Nc1ccc(NC(=O)Cn2cc3c(n2)CCC(C)C3)cc1 (stereo not given)
    ·	-2	-4%	6%	7	-7%	-4
COc1ccc(NC(=O)c2cnc(C)cn2)cc1-n1cnnn1
    -13%	0	-10%	-40%	-12	3%	36
CC(C(=O)Nc1c2c(cc3c1CCC3)CCC2)N1CCCC1 (stereo not given)
    -10%	-2	4%	-28%	-8	1%	-28
CCCCN1CN(Cc2ccco2)CNC1=S
    41%[activator]	-2	-4%	-17%	-9	3%	-20
COC(C(=O)NC(C(C)C)C(C)C)c1ccccc1 (stereo not given)
    5%	-3	-15%	-11%	8	1%	12
O=C(Cc1ccccc1[N+](=O)[O-])N1CCN(c2ccc(F)cc2)CC1
    -7%	8	-7%	-10%	12	2%	3
O=C(c1ccc(COc2ccccc2Cl)o1)N1CCCC1
    15%	16*	-3%	37%	24	1%	11
CC(C)Nc1oc(Cc2cccc3ccccc23)nc1C#N
    -16%	16	-9%	-13%	2	0%	-17

# Structural class: the compounds so far with a thiophene ring, fused or not.
# Second line of a record – AMA1 RON2 block	Cycloheximide cs	AmpC inh detg	AmpC inh no detg	Shiga inhibitor	FBPA Giardia inh	HCMV antiviral
C=CCn1c(SCC(=O)Nc2sccc2C(N)=O)nc2ccc(Cl)cc2c1=O
    3%	11	?	-13%	-15	3%	-82*
CCOCCn1cnc2sc(C(=O)NCCCN3CCOCC3)c(C)c2c1=O
    4%	8	-1%	-15%	12	·	-30
CCCn1c(=N)n(CC(=O)c2cccs2)c2ccccc21
    4%	-5	?	-6%	-6	-4%	-31
O=C(COC(=O)c1ncc(Cl)c(Cl)c1Cl)c1ccc(Cl)s1
    5%	-1	-11%	-25%	11	-1%	-19
